FXIIa mix inh: human factor XIIa inhibitors, primary screen, biochemical, pooled compound mixtures, fluorogenic substrate | Coagulation factor XII (Homo sapiens), P00748 | purified FXIIa | inhibition, % at 5 µM | hit rate 0.2% among 62,000 | AID 684, 2007;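 also: 0% = enzyme without compound and 100% = no enzyme blank; some results filed as inactive read as strong as hits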
CatG inh: human cathepsin G inhibitors, primary screen, biochemical, pooled compound mixtures, AMC fluorescence. P08311. purified enzyme, AMC-tetrapeptide fluorescence. inhibition, % at 5 µM (by protocol). hit rate 0.2% among 62,000. AID 581, 2007;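 active = inhibition above 20% in each of the two mixture wells holding the compound; inactive = inhibition of 20% or less in either well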;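 also: 0% = enzyme control without mixture and 100% = blank lacking enzyme; strong numbers were not always called active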
Target sequence (P08311 21-244 limits assumed): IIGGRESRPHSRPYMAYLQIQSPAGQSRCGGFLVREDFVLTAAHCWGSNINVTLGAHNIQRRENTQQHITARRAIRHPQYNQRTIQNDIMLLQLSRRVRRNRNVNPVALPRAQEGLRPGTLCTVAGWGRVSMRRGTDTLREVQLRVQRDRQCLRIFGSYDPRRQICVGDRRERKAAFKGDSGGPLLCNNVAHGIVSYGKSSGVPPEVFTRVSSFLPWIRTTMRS
MKP-1 inh: MKP-1 phosphatase inhibitors, primary screen, biochemical, in vitro; hit rate 0.15% among 65,000; AID 374, 2006; recombinant MKP-1, OMFP hydrolysis fluorescence; inhibition, %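 (compounds tested at a single concentration somewhere between 10 and 100 µM)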;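 active = inhibition above about 50%, limit read from the data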;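 also: 0% = DMSO max control wells and 100% = wells with enzyme stopped by NaOH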
HTR1A agonist: human 5-HT1a receptor agonists, primary screen, cell-based, CHO, Ga15 NFAT-bla reporter; 5-hydroxytryptamine receptor 1A (Homo sapiens), P08908; CHO 5-HT1a Ga15 NFAT-bla reporter, FRET ratio; 0% basal, 100% maximal reference agonist; activation, % at 10 µM; hit rate 0.56% among 65,000;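 active = activation above the screen-wide mean activation plus 3 SD, cut at about 19% in these data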;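 also: 0% = DMSO wells and 100% = 5-CT at EC100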
FXIa inh mix: FXIa protease inhibitors in compound pools, primary screen, biochemical, 10-compound mixtures. inhibition, % at 5 µM. purified FXIa, fluorogenic substrate, pooled mixtures. Coagulation factor XI (Homo sapiens), P03951. hit rate 0.19% among 62,000. AID 680, 2007;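 also: each value is inhibition by a whole ten-compound pool holding the compound; 0% = enzyme with no mixture and 100% = wells lacking enzyme; strong numbers were not always called active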
Hsp90 block: tumor Hsp90 inhibitors, primary screen, cell lysate, fluorescence polarization, NCI-N417 lysate | Heat shock protein HSP 90-alpha (Homo sapiens), P07900 | Cy3B-geldanamycin FP displacement | inhibition, % at 30 µM | hit rate 0.35% among 64,000;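 active = inhibition above 50%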;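 also: 0% = tracer plus lysate wells and 100% = tracer alone without lysate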
C1s inh: complement C1s protease inhibitors, primary screen, biochemical, 10-compound mixtures; purified C1s, fluorogenic AMC substrate, pooled mixtures; mean inhibition % of two 10-compound mixtures (active compounds read high), % at 5 µM (by protocol); hit rate 0.16% among 62,000;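 active = inhibition above 20% in each of the two 10-compound mixture wells holding the compound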;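 also: 0% = enzyme wells lacking compound mixture and 100% = no-enzyme blank wells; some compounds called inactive have numbers as strong as hits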
Cdc25B inh: inhibitors of Cdc25B phosphatase catalytic domain, primary screen, biochemical, OMFP fluorescence; M-phase inducer phosphatase 2 (Homo sapiens), P30305; recombinant Cdc25B, OMFP fluorescence Ex485/Em525; AID 368, 2006; inhibition, %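 (compounds tested at 10 µM final in the well)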; hit rate 0.1% among 65,000; in the data active = inhibition above about 50%
Target sequence (P30305 whole entry, looked up, the tested form may be a part): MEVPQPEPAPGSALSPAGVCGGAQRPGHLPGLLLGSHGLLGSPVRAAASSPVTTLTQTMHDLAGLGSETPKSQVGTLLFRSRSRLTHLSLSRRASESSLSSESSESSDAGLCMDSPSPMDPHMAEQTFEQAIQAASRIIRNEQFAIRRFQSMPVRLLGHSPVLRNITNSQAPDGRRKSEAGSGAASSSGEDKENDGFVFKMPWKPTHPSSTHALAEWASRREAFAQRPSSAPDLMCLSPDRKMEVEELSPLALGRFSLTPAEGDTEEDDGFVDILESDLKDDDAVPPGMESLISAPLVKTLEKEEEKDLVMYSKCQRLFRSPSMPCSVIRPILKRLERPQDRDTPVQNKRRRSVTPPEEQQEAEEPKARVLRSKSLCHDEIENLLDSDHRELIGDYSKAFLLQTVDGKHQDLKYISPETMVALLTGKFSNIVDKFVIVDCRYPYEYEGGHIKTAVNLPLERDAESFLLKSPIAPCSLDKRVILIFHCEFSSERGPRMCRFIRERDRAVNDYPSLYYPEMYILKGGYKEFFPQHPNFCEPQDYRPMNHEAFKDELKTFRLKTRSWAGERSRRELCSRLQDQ
CatL inh: inhibitors of human cathepsin L, biochemical; AID 460, 2006; purified cathepsin L, fluorogenic substrate, fluorescence; hit rate 0.17% among 58,000; inhibition, %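 (tested at 10 µM)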; in the data active = inhibition above about 45%;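 also: 0% = enzyme with no compound and 100% = no enzyme blank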
Target sequence (P07711 114-288 limits assumed): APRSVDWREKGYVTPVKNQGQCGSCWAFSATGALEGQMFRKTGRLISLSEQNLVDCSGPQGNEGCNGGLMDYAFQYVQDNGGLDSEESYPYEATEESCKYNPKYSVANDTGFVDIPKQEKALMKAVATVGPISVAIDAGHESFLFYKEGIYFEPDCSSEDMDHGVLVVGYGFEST
Target sequence (P07711 292-333 limits assumed): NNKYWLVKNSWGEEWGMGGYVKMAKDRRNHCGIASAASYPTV
Active calls of the source: *. Rule as the data show it, unless noted: active = inhibition above about 20% (passing the limit was not always enough); inactive = the rest.

COc1ccccc1N1CCN(Cc2nnnn2CCc2ccccc2)CC1 was read as FXIIa mix inh -1, CatG inh -6, MKP-1 inh 6, HTR1A agonist 0.5, FXIa inh mix 0, Hsp90 block -2, C1s inh -34, Cdc25B inh -24 and CatL inh 6.
For O=C(c1ccccc1)c1cc(F)c(N2CCOCC2)cc1Cl the results were FXIIa mix inh -3, CatG inh 6, MKP-1 inh -4, HTR1A agonist -3.5, FXIa inh mix 6, Hsp90 block 2, C1s inh 4, Cdc25B inh -10 and CatL inh -1.
CCN(CC(=O)NCCc1ccc(S(N)(=O)=O)cc1)Cc1nc2ccccc2c(=O)[nH]1 was read as FXIIa mix inh 7, CatG inh 0, MKP-1 inh 0, HTR1A agonist 1.8, FXIa inh mix 2, Hsp90 block -4, C1s inh -29, Cdc25B inh -5 and CatL inh -4.
Cc1cc(N)n(-c2ccccc2)n1 was read as FXIIa mix inh 9, CatG inh 7, MKP-1 inh 2, FXIa inh mix -6, C1s inh 2 and Cdc25B inh -27.
Screening Nc1nonc1-c1noc(CCCOc2ccc(Cl)cc2Cl)n1 returned FXIIa mix inh 10, CatG inh 9, MKP-1 inh 3, HTR1A agonist -2.0, FXIa inh mix 9, Hsp90 block 0, C1s inh 11, Cdc25B inh -9 and CatL inh -5.
COc1ccccc1-c1nc(SCc2ccccn2)n[nH]1 was read as FXIIa mix inh -14, CatG inh 9, MKP-1 inh -15, HTR1A agonist -4.6, FXIa inh mix 3, Hsp90 block -3, C1s inh 12, Cdc25B inh -9 and CatL inh 9.
Screening COc1cc(OC)c(C2CC(=O)N3CN(c4ccccc4)CSC3=C2C#N)cc1OC (configuration not stated) returned FXIIa mix inh -2, CatG inh -1, MKP-1 inh 1, HTR1A agonist -0.6, FXIa inh mix -3, Hsp90 block 0, C1s inh 6, Cdc25B inh -1 and CatL inh 11.
Screening CC(C)CC(C(=O)NCc1ccccn1)N1C(=O)c2ccccc2C1=O (configuration not stated) returned FXIIa mix inh -1, CatG inh 11, MKP-1 inh 24, HTR1A agonist -2.8, FXIa inh mix 2, Hsp90 block -2, C1s inh 15, Cdc25B inh -5 and CatL inh 4.
CS(=O)(=O)NCCOc1ccc(S(=O)(=O)N2CCCc3ccccc32)cc1 was read as FXIIa mix inh 10, CatG inh -10, MKP-1 inh 3, HTR1A agonist 0.2, FXIa inh mix -1, Hsp90 block -5, C1s inh -17, Cdc25B inh -9 and CatL inh 3.
`CN1c2cccc3cccc(c23)N(C)C1(C)C` gave FXIIa mix inh 8, CatG inh -2, MKP-1 inh -10, HTR1A agonist -0.9, FXIa inh mix 7, Hsp90 block 14, C1s inh -3, Cdc25B inh 1 and CatL inh -16.
NC(=O)C1CCCN(C(=O)NC2CCCCC2)C1 (configuration not stated) was read as FXIIa mix inh 6, CatG inh 8, MKP-1 inh 14, HTR1A agonist 0.5, FXIa inh mix 8, Hsp90 block -3, C1s inh 13, Cdc25B inh -4 and CatL inh -6.
`O=S(=O)(Nc1ccc2c(c1)OCCO2)c1cccc2nsnc12` gave MKP-1 inh 5, HTR1A agonist -4.2, Hsp90 block 4 and Cdc25B inh 9.
For CCCn1c(=N)n(CC(=O)C(C)(C)C)c2ccccc21 the results were MKP-1 inh -9, HTR1A agonist 1.0, Hsp90 block -5 and Cdc25B inh -5.
Screening C/C(Cl)=C/Cn1c(NCCN(C)C)nc2c1c(=O)n(C)c(=O)n2C returned FXIIa mix inh 5, CatG inh 10, MKP-1 inh -5, HTR1A agonist -0.1, FXIa inh mix 6, Hsp90 block -4, C1s inh 10, Cdc25B inh -20 and CatL inh 3.
For Clc1ccc(-c2nnc(SCc3cn4ccsc4n3)n2CC2CCCO2)cc1 (configuration not stated) the results were FXIIa mix inh -18, CatG inh 7, MKP-1 inh -8, HTR1A agonist -3.6, FXIa inh mix 1, Hsp90 block 1, C1s inh 6 and Cdc25B inh 21.
`CC(=O)NC(CC(=O)Nc1ccc(S(=O)(=O)N2CCCC2)cc1)c1ccccc1` (configuration not stated) gave FXIIa mix inh -1, CatG inh 9, MKP-1 inh -1, HTR1A agonist -0.5, FXIa inh mix 5, Hsp90 block -1, C1s inh 10, Cdc25B inh 0 and CatL inh 0.
`COCCNC(=O)CN1CCC(NC(=O)Nc2ccccc2)CC1` gave FXIIa mix inh 7, CatG inh 8, MKP-1 inh 30, HTR1A agonist -1.6, FXIa inh mix 6, Hsp90 block -4, C1s inh 9, Cdc25B inh -14 and CatL inh 19.
`O=C(CSc1ncn(-c2ccccc2)n1)N1CCN(c2ccccc2)CC1` gave FXIIa mix inh 9, CatG inh -3, MKP-1 inh 9, HTR1A agonist -4.5, FXIa inh mix -10, Hsp90 block -9, C1s inh -58, Cdc25B inh 0 and CatL inh -3.
Screening CC(C)CC(/C(O)=C(\C#N)c1nc2ccccc2[nH]1)N1C(=O)c2ccccc2C1=O (configuration not stated) returned FXIIa mix inh -20, CatG inh 7, MKP-1 inh 15, HTR1A agonist 1.0, FXIa inh mix 3, Hsp90 block -3, C1s inh 2, Cdc25B inh 0 and CatL inh 11.
For NC(=O)CSc1nc2c(sc3ccccc32)c(=O)n1CCCN1CCOCC1 the results were FXIIa mix inh 2, CatG inh -1, MKP-1 inh 28, HTR1A agonist 1.1, FXIa inh mix 8, Hsp90 block -4, C1s inh 1, Cdc25B inh -6 and CatL inh 17.
For Cc1noc(NS(=O)(=O)c2ccc(NC(=O)c3ccc(Br)o3)cc2)c1C the results were FXIIa mix inh -4, CatG inh 1, MKP-1 inh 1, HTR1A agonist -2.9, FXIa inh mix 4, Hsp90 block -3, C1s inh 6, Cdc25B inh -1 and CatL inh 4.
COc1ccc(C2C3=C(CCCC3=O)Nc3nc(C(F)(F)F)nn32)cc1OC (configuration not stated) was read as FXIIa mix inh 10, CatG inh -1, MKP-1 inh 7, HTR1A agonist -4.5, FXIa inh mix 2, Hsp90 block 0, C1s inh -2, Cdc25B inh 2 and CatL inh 1.
For CC(C)Cc1nc(N2CCOCC2)c(C#N)c2c1CCC2 the results were MKP-1 inh -13, HTR1A agonist 2.9, Hsp90 block -5, Cdc25B inh 21 and CatL inh -1.
For O=C(NC1CCCC1)c1cc(-c2cccs2)on1 the results were FXIIa mix inh -10, CatG inh -5, MKP-1 inh 1, HTR1A agonist -2.6, FXIa inh mix -5, Hsp90 block 0, C1s inh -57, Cdc25B inh -6 and CatL inh -1.
Screening CCOC(=O)CC1C(=O)NCCN1C(=O)COc1ccc(Br)cc1C (configuration not stated) returned FXIIa mix inh -4, CatG inh -5, MKP-1 inh 8, HTR1A agonist -3.9, FXIa inh mix 2, Hsp90 block -3, C1s inh 1, Cdc25B inh -3 and CatL inh 0.
Screening CC(=O)c1ccccc1Oc1nc(CN2CCOCC2)nc2scc(-c3cccs3)c12 returned FXIIa mix inh 2, CatG inh 1, MKP-1 inh 10, HTR1A agonist -1.6, FXIa inh mix 2, Hsp90 block -4, C1s inh 1, Cdc25B inh -4 and CatL inh 31.
Cc1sc2nc(CN(Cc3cccs3)C(=O)NC3CCCCC3)[nH]c(=O)c2c1C was read as FXIIa mix inh 9, CatG inh 8, MKP-1 inh 3, HTR1A agonist 3.5, FXIa inh mix -1, Hsp90 block -9, C1s inh 4 and Cdc25B inh -5.
Fc1cccc2sc(N3CCCCC3)nc12 was read as FXIIa mix inh 4, CatG inh 6, MKP-1 inh 1, HTR1A agonist -5.2, FXIa inh mix 9, Hsp90 block -2, C1s inh -13, Cdc25B inh -2 and CatL inh 1.
`O=C(c1cc2ccccc2o1)N1CCN=C1SCc1cccc(F)c1` gave FXIIa mix inh 3, CatG inh 0, MKP-1 inh -3, HTR1A agonist -4.0, FXIa inh mix 9, Hsp90 block -2, C1s inh 1, Cdc25B inh -7 and CatL inh 20.
Screening O=C1CCCC2=C1C(c1ccncc1)c1c(nc(SCc3ccccc3Cl)[nH]c1=O)N2 (configuration not stated) returned FXIIa mix inh 2, CatG inh 8, MKP-1 inh 34, HTR1A agonist -1.9, FXIa inh mix 7, Hsp90 block -5, C1s inh 10, Cdc25B inh 16 and CatL inh -14.

Entries shown so far containing bromine (two):
For Cc1noc(NS(=O)(=O)c2ccc(NC(=O)c3ccc(Br)o3)cc2)c1C the results were FXIIa mix inh -4, CatG inh 1, MKP-1 inh 1, HTR1A agonist -2.9, FXIa inh mix 4, Hsp90 block -3, C1s inh 6, Cdc25B inh -1 and CatL inh 4.
Screening CCOC(=O)CC1C(=O)NCCN1C(=O)COc1ccc(Br)cc1C (configuration not stated) returned FXIIa mix inh -4, CatG inh -5, MKP-1 inh 8, HTR1A agonist -3.9, FXIa inh mix 2, Hsp90 block -3, C1s inh 1, Cdc25B inh -3 and CatL inh 0.

Continued:
For CCOC(=O)c1sc2nc(C)n(CC(=O)NCC3CCCO3)c(=O)c2c1C (configuration not stated) the results were FXIIa mix inh -14, CatG inh 10, MKP-1 inh 8, HTR1A agonist 0.2, FXIa inh mix 7, Hsp90 block -10, C1s inh 19, Cdc25B inh 13 and CatL inh -6.
Screening Cc1noc(C)c1COC(=O)C1(c2cccc(F)c2)CCCC1 returned FXIIa mix inh 5, CatG inh -5, MKP-1 inh -8, HTR1A agonist -1.8, FXIa inh mix 6, Hsp90 block -1, C1s inh -15, Cdc25B inh -13 and CatL inh 4.
For O=C(CCn1c(=O)c2ccccc2n(Cc2cccnc2)c1=O)NCc1ccc2c(c1)OCO2 the results were FXIIa mix inh 7, CatG inh 1, MKP-1 inh 13, HTR1A agonist -4.2, FXIa inh mix 1, Hsp90 block -5, C1s inh -2, Cdc25B inh -7 and CatL inh 11.
Screening N#CC1=C(N)Oc2ccccc2C12C(=O)Nc1n[nH]c(-c3ccccc3)c12 (configuration not stated) returned FXIIa mix inh 1, CatG inh 9, MKP-1 inh 17, HTR1A agonist 1.7, FXIa inh mix 4, Hsp90 block 2, C1s inh -17, Cdc25B inh -8 and CatL inh 28.
`COC(=O)c1ccccc1NC(=O)CN(c1ccccc1)S(=O)(=O)N(C)C` gave MKP-1 inh -6, HTR1A agonist -1.9, Hsp90 block -1 and Cdc25B inh 2.
Screening COc1ccc(C2C(C(=O)N3CCCC3)c3cc(OC)c(OC)cc3C(=O)N2C)cc1OC (configuration not stated) returned FXIIa mix inh 4, CatG inh 6, MKP-1 inh 1, HTR1A agonist -1.7, FXIa inh mix -1, C1s inh 0, Cdc25B inh -8 and CatL inh -10.
Screening CC(O)CN(Cc1cccc(Cl)c1)CC(C)O (configuration not stated) returned FXIIa mix inh 12, CatG inh 1, MKP-1 inh 0, HTR1A agonist -0.7, FXIa inh mix 3, Hsp90 block -1, C1s inh -2, Cdc25B inh -6 and CatL inh -9.
For Cc1c(CNC(=O)c2cnn3c2NC(c2ccc(Br)cc2)CC3C(F)(F)F)cnn1C (configuration not stated) the results were FXIIa mix inh 7, CatG inh 4, MKP-1 inh 34, HTR1A agonist 0.6, FXIa inh mix -3, Hsp90 block -4, C1s inh -7, Cdc25B inh 0 and CatL inh -14.
For CCn1c(=O)[nH]c2cc(C(=O)N3CCN(c4ccccc4)CC3)ccc2c1=O the results were FXIIa mix inh 1, CatG inh -2, MKP-1 inh -5, HTR1A agonist -1.4, FXIa inh mix 8, Hsp90 block -11, C1s inh -2, Cdc25B inh -9 and CatL inh 5.

Source: PubChem BioAssay

Compounds were not picked by outcome. Share with any hit: about 1.6%.
